Screens (PubChem BioAssay)
Autophagy HCS: modulators of autophagy; MEF GFP-LC3 puncta imaging; test concentration mostly 10 µM; calls only at 10 µM (by protocol); hit rate 0.98% among 190,000; AID 463193;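 active = percentage of spot-positive cells more than 3 SD above its plate mean, without a fluorescence outlier flag or 80% toxicity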;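 note: spot-positive cell cutoff set from DMSO-treated cells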
HIV peptide binding: cell-free HIV fusion peptide-binding blockers – biochemical, uHTS, fluorescence dequenching, primary screen (AID 1986); cell-free peptide binding, fluorescence dequenching, 30 min; higher % means a stronger effect; inhibition, % at 20 µM; hits with a dose series show IC50 in µM; hit rate 0.3% among 290,000; in the data active = inhibition mostly above about 52%, no sharp cut-off; inactive = mostly below about 76%; note: some results filed as inactive read as strong as hits
Insulin prom up: MIN6 insulin promoter up-regulation. z-score at 5 µM. hit rate 0.3% among 190,000. MIN6 insulin promoter-GFP reporter, high-content imaging; active compounds read high;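 active = z-score above 3 at 5 µM with at least 500 cells counted in the well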
b-catenin transl: modulators of beta-catenin nuclear translocation; HeLa beta-catenin nuclear translocation, immunofluorescence imaging; nuclear translocation activity, % at 5 µM; AID 1665; hit rate 0.3% among 190,000;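 active = nuclear translocation activity above 50% at 5 µM, with a well cell count of 50 or more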;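 note: per-cell ratio of nuclear to cytoplasmic median beta-catenin stain intensity; plate controls were DMSO negative control for no effect and GSK-3 inhibitor IX positive control for full effect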
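Technique: fluorescence imaging of beta-catenin antibody stain plus DAPI / Material: human HeLa cell line / Incubation: compound treatment 24 h, 37°C, 5% CO2 / Read-out basis: % activation of per-cell nuclear versus cytoplasmic median beta-catenin signal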
Dynein transport: blocks dynein driven cargo transport along microtubules; 3617.4 mouse cells, GR-EGFP nuclear translocation imaging; test concentration mostly 20 µM; stimulated with dexamethasone, 1 µM; active compounds read low; z-score, hits read low; hit rate 0.47% among 220,000; AID 1381;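 active = plate z-score of nuclear minus cytoplasmic receptor signal below a set negative limit, without overly bright fluorescence or cell loss, cut at about -3.5 in these data, passing the limit was not always enough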;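 note: z-score of nuclear minus cytoplasmic ring GR-EGFP intensity difference per well; some compounds called inactive have numbers as strong as hits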
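Also added – dexamethasone, 1.0 µM final · Buffer or medium – tet-free, stripped-serum medium · Schedule – induction 48 h, compound 1 h, agonist 30 min · Detection – formaldehyde fixation, Hoechst nuclear stain, 10x automated fluorescence imaging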
AID2073: inhibitors of Mint1-CaV2.2 protein interaction, biochemical, HTRF (AID 2073); HTRF protein-protein interaction, Mint1-CaV2.2; higher % means a stronger effect; one-dose inhibition, % at 20 µM; IC50 in µM for titrated hits; hit rate 0.19% among 290,000; in the data active = inhibition mostly above about 51%, no sharp cut-off; note: some results filed as inactive read as strong as hits
MT stabilize HCS: microtubule stabilization, imaging screen; % tubulin-high responders, % at 10 µM; AID 2205; hit rate 0.83% among 200,000; HeLa tubulin immunostaining HCS, 24 h; share of cells brighter than vehicle mean+2SD;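 active = plate Z-score above 3 for both tubulin-high and condensed-nucleus cell shares, with cell loss under 80%, at 10 µM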;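 note: anti alpha tubulin signal scored within the nucleus-defined area of each cell; some results filed as inactive read as strong as hits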
Yfh1-depleted yeast: mitochondrial function rescue without frataxin homolog – Friedreich's ataxia, plus single-dose screen, dose response (AID 1465); S. cerevisiae Yfh1-off respiration, WST-1 reduction, 72 h; higher fold induction means a stronger effect; fold induction at 50 µM; hits with a dose series show EC50 in µM; hit rate 0.074% among 220,000;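 active = fold induction of absorbance versus untreated yeast above a set limit, then at least 30% activation at any dose in follow-up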;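 note: activators that raise dye reduction in frataxin-depleted yeast; strong numbers were not always called active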
WT yeast gro inh: growth inhibition of WT yeast, mitochondrial fusion screen. mitochondrial fusion phenotypic screen, WT strain. inhibition, % at 10 µM. hit rate 2.1% among 190,000; in the data active = inhibition above about 58%; tested in S. cerevisiae
WT yeast gro inh mutant strain: recorded beside WT yeast gro inh, whose call it bears; inhibition, %; mitochondrial fusion phenotypic screen, mutant strain inhibition
Dynein transport cytoplasmic EGFP: further read-out of Dynein transport, marked with its call; z-score; measured here: cytoplasmic GR-EGFP intensity; active compounds read high
Dynein transport nuclear GR-EGFP: also measured in Dynein transport; calls as there; z-score; measured here: nuclear GR-EGFP intensity;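 lower value marks the stronger effect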
Dynein transport cell count: also measured in Dynein transport; calls as there; z-score; measured here: cell count per field
Insulin prom up cell count: recorded beside Insulin prom up, whose call it bears; cell count; measured here: cytotoxicity, nuclei count;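 total cells summed across four imaged fields per well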
b-catenin transl cell count 5 µM: second read-out of b-catenin transl, no call of its own (marks repeat the call); cell count; measured here: cell count, cytotoxicity flag
MT stabilize HCS Hoechst-high %: further read-out of MT stabilize HCS, marked with its call; % Hoechst-high responders; measured here: nuclear condensation Hoechst responders;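 share of cells brighter than vehicle mean plus two SD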
MT stabilize HCS cytotoxicity %: second read-out of MT stabilize HCS, no call of its own (marks repeat the call); toxicity, %; measured here: cytotoxicity by cell density;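 0% = mean cell density of plate MIN control wells and 100% = no cells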
Autophagy HCS cell loss 18 h: also measured in Autophagy HCS; calls as there; toxicity, %; measured here: cell loss, nuclei count;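 cell loss after 18 h compound exposure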
* marks the source's active call; other numbers are inactive results; i = inactive; · = no result given. This is a random part of the collection. About 4.2% of those tested had a hit in this group.

SMILES	Autophagy HCS	Autophagy HCS cell loss 18 h	HIV peptide binding	Insulin prom up	Insulin prom up cell count	b-catenin transl	b-catenin transl cell count 5 µM	Dynein transport	Dynein transport cytoplasmic EGFP	Dynein transport nuclear GR-EGFP	Dynein transport cell count	AID2073	MT stabilize HCS	MT stabilize HCS Hoechst-high %	MT stabilize HCS cytotoxicity %	Yfh1-depleted yeast	WT yeast gro inh	WT yeast gro inh mutant strain
COC(=O)c1ccc(NC(=O)CSc2nncc3ccc(OC)c(OC)c23)cc1	i	-9.3	-0.5%	0.19	1535	-2.5	1110	2.25	-0.0906	0.922	-1.13	34.2%	4.5	1.7	8.9	i	-1.9	-5.4
Cc1ccc(-n2nc3c(c2NC(=O)c2ccc4c(c2)OCO4)CS(=O)C3)cc1 (stereo not drawn)	i	3.4	-0.3%	0.06	1110	-9.0	947	-0.0352	-0.204	0.0586	-0.307	2.4%	1.6	1.7	7.9	i	-10.5	1.6
COc1ccccc1NC(=O)Cn1cc(C#N)c2ccccc21	i	32.6	0.1%	-0.58	952	-4.1	1209	-1.06	-0.13	0.0395	0.302	2.0%	2.8	1.3	6.3	i	-3.7	5.8
CCCCCCc1c(O)nc(SCCN2CCOCC2)[nH]c1=O	i	4.4	-0.8%	0.9	1242	0.6	1573	0.0415	-0.255	-0.553	0.907	-9.9%	2.1	1.6	10.3	i	-9.3	-12.0
CCN(CC)C(=O)/C(=C/c1cccc([N+](=O)[O-])c1)NC(=O)c1ccco1	i	2.6	-0.2%	-0.3	1199	0.0	1086	-0.179	-0.0623	-0.137	0.364	7.9%	2.5	1.4	5.1	i	-10.0	12.6
O=C(NCC1CCCO1)C(c1cccs1)N(C(=O)c1ccc(-c2ccccc2)[nH]1)C1CCCC1 (stereo not drawn)	i	-4.1	-3.6%	·	·	0.6	1104	0.197	-0.109	0.271	-0.226	2.4%	3.9	2.8	12.4	i	26.8	3.5
COc1ccc(/C(C#N)=C/c2c(-c3ccc(Cl)cc3)nc3c(C)cccn23)cc1	i	-22.3	0.7%	·	·	·	·	-0.012	-0.246	0.309	1.61	5.9%	4.8	1.1	3.4	i	7.8	13.7
CCCOc1ccc(NC(=O)C2CC(=O)N/C(=N/N=C(\C)CCc3ccc4c(c3)OCO4)S2)cc1 (stereo not drawn)	i	-0.3	4.1%	-0.35	1348	-0.1	950	-0.286	-0.274	-0.409	0.742	9.6%	3.8	2.5	7.8	i	-4.5	-11.6
CCOC(=O)c1oc2ccc(S(=O)(=O)n3nc(-c4cc(OC)c(OC)c(OC)c4)cc3N)cc2c1C	i	5.3	0.6%	-1.52	1125	2.3	1130	1.34	-0.215	1.11	-0.634	44.2%	3.2	2.7	8.0	i	-3.0	-7.7
CC(C)OC(=O)c1ccc(S(N)(=O)=O)o1	i	-14.9	2.1%	0.16	1430	·	·	0.184	-0.238	0.125	0.0439	14.1%	3.0	1.6	6.6	i	5.5	4.3
C/C(=N\NC(=O)C1=NNC(=O)C1C)c1cccs1 (stereo not drawn)	i	2.3	-2.1%	0.28	1223	-4.1	1121	0.212	-0.354	-0.0644	0.781	9.1%	4.5	1.3	4.8	i	17.6	9.0
CCOC(=O)c1[nH]ncc1CN1CCCC(C(=O)c2ccc(SC)cc2)C1 (stereo not drawn)	i	9.7	-0.8%	0.4	1419	-1.2	961	-0.266	-0.266	-0.0362	0.534	-7.6%	3.8	2.1	7.5	i	0.2	7.9
O=[N+]([O-])c1ccc(O)c(/C=N/n2cnnc2)c1	i	10.0	3.3%	-0.06	1463	-2.8	1097	-0.546	-0.245	0.0134	0.17	-3.9%	5.7	2.8	7.3	i	-3.3	9.7
CC(C)CC(COCc1ccc(Cl)cc1)N1CCN(C(=O)c2cccc(C(F)(F)F)c2)CCC1=O (stereo not drawn)	i	10.2	2.7%	-0.43	1326	-3.5	573	-0.133	-0.281	0.231	0.587	4.8%	3.6	2.6	4.6	i	28.2	-6.0
COc1ccc(S(=O)(=O)O/N=C2\CCSc3ccc(C)cc32)cc1	i	14.5	-0.7%	0.74	1680	-0.3	1049	-1.32	0.493	-0.0634	1.88	-1.1%	3.3	1.9	7.2	i	-2.0	-5.9
Cc1cc(C(=O)OCC(=O)Nc2ccccc2[N+](=O)[O-])c2ccccc2n1	i	2.5	-0.9%	1.33	1191	·	·	-1.08	-0.289	-0.728	0.671	3.6%	2.9	2.9	7.4	i	-0.2	-9.4
Brc1cnc2nc(SC/C=C/c3ccccc3)[nH]c2c1	·	·	-1.9%	2.79	1043	-0.9	1337	1.71	-0.0771	1.57	-1.51	11.5%	·	·	·	i	·	·
Cc1cc(Cl)nc(Cl)c1C(=O)NC(=O)NCCC(C)C	i	9.1	-1.3%	-0.33	1263	-2.7	1048	0.206	0.48	0.352	0.332	-3.7%	1.0	1.2	1.7	i	3.7	-6.9
O=C1COc2ccc(C(=O)NCc3ccco3)cc2N1	i	2.6	-0.6%	-0.08	1280	-0.6	1111	0.513	-0.275	0.589	-0.175	-7.9%	2.6	2.9	7.6	i	-7.4	-0.8
Cc1ccc(S(=O)(=O)NC(CC(=O)NC2CCCC2)c2ccco2)cc1 (stereo not drawn)	i	5.6	-1.3%	0.31	1837	2.4	1044	-0.675	-0.19	-0.13	0.169	4.3%	5.4	2.6	4.6	i	14.2	7.9
CC(C)(Oc1ccc(Cl)cc1)C(=O)N1CCN(c2ccccn2)CC1	i	-5.6	-1.0%	·	·	0.4	538	-1.14	-0.291	-0.38	0.574	-5.5%	2.2	2.7	38.7	i	26.9	10.7
Cn1ncc2c(Nc3ccc4ccccc4c3)ncnc21	i	2.7	-1.6%	-0.29	1417	2.7	1354	0.418	-0.11	-0.118	-0.26	8.7%	2.7	2.2	11.0	i	-1.6	-15.4
Cc1cccc(C(P(=O)(c2ccccc2)c2ccccc2)P(=O)(c2ccccc2)c2ccccc2)n1	i	4.5	2.0%	·	·	-0.3	921	-0.0439	-0.286	-0.255	0.539	1.8%	3.8	3.6	7.0	i	-16.5	2.4
CC(C)Cn1c2c(c(=O)[nH]c1=O)C(NS(=O)(=O)c1ccc(Cl)cc1)(C(F)(F)F)C(=O)N2 (stereo not drawn)	·	·	-0.2%	0.79	1124	-0.9	1396	-0.649	-0.142	-0.361	0.748	-8.8%	·	·	·	i	·	·
Cn1c(SCC(=O)Nc2ncc(C(F)(F)F)cc2Cl)nnc1-c1ccc(Cl)cc1	i	12.8	1.2%	0.69	1166	-0.5	990	-0.189	-0.242	-0.185	-0.379	-7.2%	2.5	2.6	3.7	i	15.5	-14.9
New compounds follow.
SMILES	Autophagy HCS	Autophagy HCS cell loss 18 h	HIV peptide binding	Insulin prom up	Insulin prom up cell count	b-catenin transl	b-catenin transl cell count 5 µM	Dynein transport	Dynein transport cytoplasmic EGFP	Dynein transport nuclear GR-EGFP	Dynein transport cell count	AID2073	MT stabilize HCS	MT stabilize HCS Hoechst-high %	MT stabilize HCS cytotoxicity %	Yfh1-depleted yeast	WT yeast gro inh	WT yeast gro inh mutant strain
CSc1ccccc1NC(=O)N1CCC(CO)(CC2CCCCO2)CC1 (stereo not drawn)	i	0.4	-0.5%	-0.61	1826	0.8	1517	-0.366	-0.212	-0.118	0.7	0.3%	0.8	1.1	3.9	i	6.6	6.9
CN1CCN(CC(=O)NN(Cc2ccccc2)c2ccccc2)CC1	·	·	0.1%	0.78	1031	-0.9	1345	-1.15	-0.247	-0.189	2.42	4.6%	·	·	·	i	·	·
O=C(CSc1nnc(-c2ccncc2)n1CC1CCCO1)Nc1cccc(O)c1 (stereo not drawn)	i	9.9	0.2%	1.74	826	·	·	-0.64	0.276	-0.263	0.233	2.0%	1.3	1.2	6.4	i	12.4	27.6
O=C(c1ccco1)N1N=C(C2CCCCC2)CC1(O)C(F)(F)F (stereo not drawn)	i	2.8	-0.4%	0.26	1656	2.1	1445	-0.184	-0.365	-0.0795	0.557	-1.6%	1.9	2.2	4.0	i	-4.0	9.8
CC(=O)C(Sc1nc(-c2ccc(F)cc2)nc2c1c(=O)n(C)c(=O)n2C)C(C)=O	i	-0.5	1.5%	-0.3	1310	-2.8	1161	-0.125	0.734	0.393	-1.27	-0.6%	2.8	1.8	6.0	i	-11.2	10.1
Cc1ccccc1OCC1CNC(=O)O1 (stereo not drawn)	i	-3.9	1.0%	0	1558	-0.2	1476	1.13	1.45	0.799	-0.706	4.2%	3.6	2.0	3.6	i	5.4	-3.4
COc1cccc(-c2ccc(SCc3ccccn3)nn2)c1	i	7.1	6.6%	0.72	1574	-2.8	1108	1.4	-0.226	0.429	-0.56	3.8%	2.2	1.0	11.1	i	43.8	7.7
Cc1cc[n+](-c2[nH]c(=O)sc2/C=N/N=C(\[O-])c2ccccc2)cc1	·	·	10.5%	0.13	1351	0.7	1375	0.227	-0.246	0.0386	-0.454	-21.7%	·	·	·	i	·	·
O=C(O)CCC(=O)Nc1cccc(-c2csc(-c3ccccc3)n2)c1	i	7.9	6.2%	1.01	1591	7.3	757	0.147	-0.3	-0.491	-0.742	3.7%	3.6	3.7	8.6	i	-15.3	11.0
CC(CN1CCCCC1)OC(=O)c1ccccc1Cl (stereo not drawn)	i	2.9	-0.5%	0.47	1233	-0.4	1160	1.24	-0.358	0.596	-0.518	-0.3%	3.6	2.1	9.8	i	7.8	-5.5
O=C(NCCCN1CCCC1=O)c1cccc(N2CCCC2=O)c1	i	-16.7	-0.6%	0.14	943	·	·	-0.561	0.139	-0.096	0.283	8.9%	1.2	1.2	15.0	i	-8.4	-5.7
CCC(C)NCCOCCOc1ccc(Br)cc1C (stereo not drawn)	i	2.3	1.5%	0.63	1503	·	·	-0.392	0.542	0.0873	-0.0461	18.5%	2.4	1.6	8.7	i	10.0	15.0

Copied from the list:
For WT yeast gro inh, O=C(O)CCC(=O)Nc1cccc(-c2csc(-c3ccccc3)n2)c1 is entered as -15.3
For Insulin prom up, O=C(NCCCN1CCCC1=O)c1cccc(N2CCCC2=O)c1 is entered as 0.14
